TbMetRS inhib: T. brucei MetRS inhibitors, primary screen, biochemical, luminescence; purified T. brucei MetRS, ATP depletion, Kinase-Glo luminescence; inhibition, % at 11.9 µM; 0.4% of 360,000 active; AID 624268, 2012;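 active = inhibition above a per-plate cutoff of the control wells' mean inhibition plus 3 SD, cut at about 5.5% in these data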;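 also: 0% = DMSO wells median and 100% = median of wells with control inhibitor compound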
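Dosing: 11.9 µM single point; system: parasite MetRS enzyme; technique: luminescence of leftover ATP; times: 15 min enzyme-compound preincubation, 2 h reaction, 10 min detection, 25 °C; replicates: each compound tested once; read-out basis: percent inhibition relative to median high and low control wells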
NadD inh: inhibitors of S. aureus NadD, primary screen, biochemical, colorimetric, uHTS; Nicotinate-nucleotide adenylyltransferase NadD (Staphylococcus aureus N315); purified NadD enzyme, colorimetric absorbance read-out; inhibition, % at 20 µM; 0.78% of 360,000 active; AID 602399, 2012; in the data active = inhibition above about 26%; also: some compounds past the cut are filed as inactive
LMPTP inh: LMPTP phosphatase inhibitors, primary screen, biochemical, fluorescence intensity, uHTS. recombinant LMPTP-A, OMFP fluorogenic substrate. 0.22% of 360,000 active. Low molecular weight phosphotyrosine protein phosphatase (Homo sapiens), P24666. AID 651560, 2012. inhibition, % at 20 µM;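 active = compounds that cut the enzyme signal by at least half of the control window in the single-dose screen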;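 also: plate controls were DMSO wells with enzyme plus substrate for no effect and substrate without enzyme for full effect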
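Assay system: LMPTP-A phosphatase enzyme | Input: 0.625 nM enzyme | Also added: Fluorogenic phosphatase substrate OMFP at 400 µM final | Compound dosing: One test concentration per compound, 20 µM, with 3% DMSO overall | Schedule: 50 min enzyme reaction at room temperature, protected from light | Signal: Fluorescence intensity | Benchmarks: no-enzyme and uninhibited controls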
STEP block: STEP phosphatase inhibitors, primary screen, biochemical, fluorescence intensity, uHTS; Tyrosine-protein phosphatase non-receptor type 5 (Homo sapiens), P54829; recombinant STEP, OMFP fluorogenic substrate; inhibition, % at 20 µM; 0.25% of 360,000 active;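 active = inhibition at 20 µM, scaled per plate between control wells, above about 37%, limit read from the data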;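 also: 0% = DMSO with enzyme and substrate and 100% = substrate only without enzyme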
Target sequence (P54829 whole entry, looked up): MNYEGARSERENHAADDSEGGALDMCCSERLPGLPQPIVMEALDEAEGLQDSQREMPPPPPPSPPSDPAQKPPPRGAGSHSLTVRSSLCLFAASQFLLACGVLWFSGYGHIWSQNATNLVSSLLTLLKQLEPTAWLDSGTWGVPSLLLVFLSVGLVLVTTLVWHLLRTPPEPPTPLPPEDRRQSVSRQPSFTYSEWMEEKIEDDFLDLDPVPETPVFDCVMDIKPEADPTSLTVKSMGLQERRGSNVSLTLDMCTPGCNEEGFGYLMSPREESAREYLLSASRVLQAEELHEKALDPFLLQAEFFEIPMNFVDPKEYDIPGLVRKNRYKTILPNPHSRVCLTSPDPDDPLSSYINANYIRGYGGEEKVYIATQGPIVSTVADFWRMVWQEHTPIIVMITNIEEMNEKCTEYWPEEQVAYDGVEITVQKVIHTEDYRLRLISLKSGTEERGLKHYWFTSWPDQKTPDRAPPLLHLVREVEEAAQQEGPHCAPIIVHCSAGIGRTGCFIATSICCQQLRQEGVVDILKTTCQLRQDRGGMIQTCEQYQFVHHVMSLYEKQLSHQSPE
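System: STEP phosphatase, cell-free reaction; Buffer or medium: Bis-Tris pH 6.0 buffer with DTT, detergent; Incubation: 20 min at room temperature, dark; Measured by: fluorescence, 480/540 nm.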
Rpn11 inh: Rpn11 (PSMD14) deubiquitinase inhibitors, primary screen, biochemical, fluorescence polarization, uHTS | human 26S proteasome, Ub4-pepOG fluorescence polarization; 20S core pre-blocked with epoxomicin | calls only at 20 µM | 0.59% of 360,000 active | AID 588493, 2011;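 active = inhibition at 20 µM, scaled to each plate's controls, above about 33%, limit read from the data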
DNMT1 inh: human DNMT1 methyltransferase inhibitors, primary screen, biochemical, molecular beacon, fluorescence, HinP1I cleavage, uHTS; DNA (cytosine-5)-methyltransferase 1 (Homo sapiens), P26358; inhibition (reported as % activation of signal), % at 10 µM; 0.83% of 360,000 active; AID 588458, 2011; in the data active = inhibition above about 50%
CSN inh: inhibitors of CSN-mediated cullin deneddylation, primary screen, biochemical, fluorescence polarization, uHTS; COP9 signalosome complex subunit 5 (Homo sapiens), Q92905; Purified CSN, SCF-Nedd8-OG deneddylation; inhibition, % at 12.5 µM; 0.38% of 360,000 active; AID 651999, 2013;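 active = pattern-corrected inhibition above about 35%, with an unprinted fluorescence ratio check between 0.5 and 1.5, limit read from the data, passing the limit was not always enough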;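 also: 0% = enzyme with substrate and 100% = substrate without enzyme; some results filed as inactive read as strong as hits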
Target sequence (Q92905 whole entry, looked up, one chain of several): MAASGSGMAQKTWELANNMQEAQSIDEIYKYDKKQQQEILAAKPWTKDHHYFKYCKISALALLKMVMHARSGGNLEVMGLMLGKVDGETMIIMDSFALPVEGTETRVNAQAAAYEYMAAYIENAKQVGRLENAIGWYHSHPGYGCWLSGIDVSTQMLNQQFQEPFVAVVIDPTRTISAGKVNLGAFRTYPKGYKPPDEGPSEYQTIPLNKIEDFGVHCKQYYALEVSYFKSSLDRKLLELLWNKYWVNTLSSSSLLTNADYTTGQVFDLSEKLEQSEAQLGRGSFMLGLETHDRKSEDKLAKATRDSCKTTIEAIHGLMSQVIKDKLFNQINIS
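Detection – fluorescence polarization · System – HEK293T-derived human Csn5 enzyme · Controls – substrate-only high control, full reaction low control · Timing – 90 min, room temperature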
MsrA inhibitor: bovine MsrA enzyme inhibitors, primary screen, biochemical, absorbance, HTS | Methionine sulfoxide reductase A (Bos taurus) | inhibition, % at 15.5 µM | purified bovine MsrA, absorbance read-out | 0.75% of 360,000 active; in the data active = inhibition above about 4.5%;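 also: 0% = vehicle wells with enzyme and 100% = reference inhibitor wells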
Scp-1 inhibitor: Scp-1 phosphatase inhibitors, primary screen, biochemical, colorimetric, uHTS; Recombinant Scp1, phosphopeptide, malachite green phosphate absorbance; Carboxy-terminal domain RNA polymerase II polypeptide A small phosphatase 1 (Homo …; inhibition, % at 20 µM; 0.88% of 340,000 active;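 active = inhibition above about 50% at 20 µM, limit read from the data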;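 also: plate controls were DMSO wells with enzyme for no effect and wells lacking enzyme for full effect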
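Incubation: 45 min enzyme reaction at room temperature / System: truncated SCP-1 phosphatase (76-261aa) / Reagent: Phospho 17-mer peptide substrate / Buffer or medium: Acidic Tris acetate buffer with magnesium and detergent / Signal: absorbance at 630 nm / Doses: one concentration, 20 µM, with 1.0% DMSO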
SUMO1-SIM PPI: modulators of SUMO1 protein-protein interactions, primary screen, biochemical, uHTS; 0.33% of 360,000 active; SUMO1 binding to a labelled peptide, TR-FRET, 1 h; inhibition, % at 20 µM; in the data active = inhibition above about 37%
Target sequence (P63165 whole entry, looked up): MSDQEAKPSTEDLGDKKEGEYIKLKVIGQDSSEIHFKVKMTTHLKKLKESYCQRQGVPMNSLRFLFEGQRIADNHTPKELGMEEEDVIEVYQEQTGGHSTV
* = called active by the depositor; i = inactive; · = not tested or not shown; + = active, no number.

compound,NadD inh,Scp-1 inhibitor,CSN inh,STEP block,LMPTP inh,TbMetRS inhib,SUMO1-SIM PPI,Rpn11 inh,MsrA inhibitor,DNMT1 inh
O=c1[nH]c2ccccc2c(=O)n1-c1ccc(Cl)cc1Cl,3.4,-0.7,-1.2,-3.6,-0.6,-0.5,2.8,i,-0.5,-2.0
COc1cc(CN2CCN(C(=O)Cc3ccccc3)CC2)cc(OC)c1OC,0.9,-2.2,3.0,1.1,-2.3,-0.8,5.0,i,-0.8,1.9
C[C@]12CCC3C(CC[C@H]4C[C@@H](O)CC[C@]34C)C1CC[C@@H]2N (stereo partly drawn),-1.1,-18.1,4.5,1.3,-0.8,-0.1,4.4,i,-0.4,0.8
CCOC(=O)C(O)(c1cn(C)c2ccccc12)C(F)(F)F (stereo not drawn),2.2,-4.2,-0.9,-10.3,-1.3,-1.3,-1.7,i,-0.7,1.6
O=c1c2ccccc2nc(Cc2cccc([N+](=O)[O-])c2)n1-c1ccc(O)cc1,-3.2,-15.5,1.4,-0.1,-1.6,0.4,-15.6,i,-0.6,-3.2
COC(=O)C[C@H]1CC[C@H]2NC[C@@H](O)COC[C@@H]2O1,·,·,-1.8,·,-2.6,-1.0,-1.9,·,0.3,·
CNCCc1c(C)n[nH]c1C,0.6,-9.6,-4.8,-1.3,-4.6,-0.3,-1.9,i,-0.5,-1.3
CC(C)CCn1c(N)c(C(=O)OCC2CCCO2)c2nc3ccccc3nc21 (stereo not drawn),9.1,3.6,2.3,2.2,4.1,0.5,5.1,i,1.1,33.3
CCN(CC)C(=O)c1ccc(NC(=O)c2sccc2-c2ccccc2)cc1,-11.6,-2.4,5.4,-0.5,0.0,0.1,-3.7,i,-0.5,-0.6
CSCCC(N=Cc1c(O)n(-c2ccc(F)cc2)c(=O)[nH]c1=O)C(=O)OC(C)(C)C (stereo not drawn),-1.6,-2.5,-0.4,-3.2,-1.1,-1.1,-5.6,i,0.6,-0.9
FC(F)(F)c1ccccc1N1CC1c1ccncc1 (stereo not drawn),-3.0,-9.7,-1.2,-0.6,-2.2,-0.4,-0.9,i,-0.7,-2.4
O=[N+]([O-])c1nccn1CC(O)CN1CC1 (stereo not drawn),-5.5,·,8.0,1.0,21.8,-1.2,13.4,i,1.0,-61.2
CCOC(=O)[C@]12Cc3cc(OC)ccc3[C@H]1N(Cc1ccccc1)C(=O)c1ccccc12,-16.5,-11.2,-2.7,1.5,2.4,-0.5,4.2,i,1.5,4.8
Cc1ccc(S(=O)(=O)N2CCCCC2)cc1NC(=O)CN1CC=C(c2ccccc2)CC1,1.9,8.7,2.3,0.4,2.3,-0.1,-3.0,i,0.2,-7.6
C=CCn1c(=O)c(C=Nc2cccc([N+](=O)[O-])c2)c(O)n(CCCC)c1=O,1.5,-10.6,30.5,-1.1,-0.4,0.6,-21.0,+,0.4,4.1
CCC(c1nnnn1C1CCCC1)N1CCC2(CC1)C(=O)NCN2c1ccccc1 (stereo not drawn),-8.4,·,-5.6,0.5,0.4,-1.1,2.7,i,1.2,-1.0
COc1ccc(N2C(=O)NC(=O)/C(=C\c3cn(C)c4ccccc34)C2=O)cc1,2.0,-4.2,14.2,-184.6,-0.8,-0.5,-13.6,·,·,3.0
CCc1ccc(CNCCc2c[nH]c3ccccc23)cc1,-3.1,-6.5,0.7,0.4,-2.0,0.3,-3.1,i,-0.2,-0.7
O=c1[nH]c(=O)n(Cc2ccccc2)c(O)c1C=NCCN1CCOCC1,-1.2,-8.0,2.1,0.1,-2.9,-0.3,-1.2,i,1.3,2.9
CN1CCN(S(=O)(=O)c2cnc(Cl)c(Br)c2)CC1,-5.8,3.7,-2.5,-0.3,-1.2,-0.2,1.0,i,0.5,4.7
O=[N+]([O-])c1ccc(N2CCNCC2)c(Cl)c1,-8.2,-7.4,3.1,0.8,0.6,0.6,-20.6,i,0.6,-0.6
COc1cc2c3cc1Oc1c(OC)c(OC)cc4c1[C@H](Cc1ccc(cc1)Oc1cc(ccc1O)C[C@H]3N(C)CC2)N(C)CC4,-6.4,-11.3,-4.4,-1.0,11.5,0.4,-5.7,i,0.7,-2.5
COC1CC2C=C(C)C=CC=CC(=O)NC(c3ccccc3)CC=CCCC(O)CC(=O)C2=C1O (stereo not drawn),11.1,·,24.1,2.7,-8.3,-0.7,17.1,i,-1.0,40.9
C[C@]12CCC3C(CC[C@H]4C[C@H](O)CC[C@]34C)C1C[C@H](O)[C@H]2O (stereo partly drawn),-0.8,-3.8,-5.0,-2.2,-2.3,0.2,-2.0,i,0.0,4.8
COc1ccc(C(C)=O)cc1Cc1c(O)[nH]c(=S)[nH]c1=O,-5.6,-10.0,-1.8,0.0,-0.7,-0.6,5.4,i,1.1,-10.0
CCOc1cc(C=C2C(=O)NC(=S)NC2=O)ccc1O,0.6,50.0,-0.1,-2.6,2.4,-0.4,-3.4,i,4.8*,-3.5
CC(C)(C)[C@]1(O)C[C@@H]2OC(=O)C[C@@]23C(=O)O[C@@H]2OC(=O)[C@H](O)[C@]213,2.6,0.8,-4.6,1.2,0.3,0.2,-2.6,i,-1.5,9.6
Cc1cccc(C)c1-n1nnnc1C(c1cccc2ccccc12)N1CCC(n2c(=O)[nH]c3ccccc32)CC1 (stereo not drawn),38.4*,·,-0.1,1.3,3.7,-0.6,5.3,i,0.9,-14.1
CCCN1CCCC(C(=O)c2cc(C)c(OC)c(C)c2)C1 (stereo not drawn),-3.0,0.3,1.9,-2.9,-3.6,-1.1,-2.9,i,0.9,2.1
O=C(NC1CCCCC1)N1Cc2cc(N3CCCCC3)ccc2-n2nncc2C1,-3.4,·,-2.7,0.3,0.6,0.8,9.6,i,-0.4,4.0
CC(C)(C)n1cc(C(=O)c2ccccc2)cc1-c1ccccc1,-0.8,-14.2,-0.8,2.7,3.4,-0.6,5.6,i,0.4,-0.5
CCCNC(=O)N1[C@H]2CC[C@@H]1C(C(=O)OC)=C(c1ccc(OC(F)(F)F)cc1)C2,-4.4,-0.2,-1.1,0.1,-1.2,-0.2,4.4,i,0.7,7.7
CC(C(O)c1ccccc1)N(C)CCn1cnc2c1c(=O)n(C)c(=O)n2C (stereo not drawn),-2.2,-5.2,-1.6,1.6,-1.8,0.1,-2.3,i,-0.4,1.1
CCCCCCCCn1sccc1=O,8.5,-6.3,1.9,0.7,-3.8,-0.7,1.7,i,0.3,4.6
C/C=C1\CN2[C@H]3C[C@@]45c6ccccc6N(C)[C@H]4[C@@H]2CC1C3[C@H]5O (stereo partly drawn),6.7,4.1,-2.5,-0.2,-0.1,0.9,-2.6,i,-0.2,-0.2
Cc1ccc(OP(=O)(NCc2ccccc2)Oc2ccc(C)cc2)cc1,0.9,-19.4,-2.7,1.4,3.2,0.7,2.4,i,0.3,-2.8
CN1CN(c2ccccc2)C2(CCN(CCCSc3ccccc3NC(=O)/C=C/c3ccccc3)CC2)C1=O,11.4,4.0,-1.8,2.2,6.4,-0.4,-12.8,i,1.3,-14.5
Cc1ccc(Cn2cc(C=O)c3ccccc32)cc1,-5.7,-16.6,1.4,1.0,2.7,-0.3,6.8,i,0.3,-0.5
O=c1[nH]c(=O)n(Cc2ccccc2Cl)c(O)c1/C=C1/C=CC=N1,7.3,31.3,8.3,-4.1,-1.1,-0.4,-3.5,i,-1.1,10.9
Cc1ccc(S(=O)(=O)CC(C)(O)C(=O)Nc2cccc(C(F)(F)F)c2)cc1 (stereo not drawn),-5.0,-1.8,-2.3,-0.8,0.8,-0.7,1.6,i,0.2,1.9
CN1C(=O)C(c2ccc([N+](=O)[O-])cc2[N+](=O)[O-])C(=O)N(C)C1=O,0.8,-11.0,-3.3,0.4,-0.1,-0.1,-29.4,i,-0.5,5.9
CC1CCN(CC(=O)c2ccc3c(c2)OCCO3)CC1,-3.8,-7.4,-7.2,-2.1,-1.0,-0.4,0.0,i,0.3,-0.9
CCC1(c2ccc(C)cc2)C(=O)NC(=S)NC1=O,-2.5,·,-0.7,-1.3,-0.8,-0.8,1.3,i,-1.4,0.0
O=C(O)C1=CC2c3ccccc3C1c1ccccc12,2.7,-3.9,1.3,-1.7,-1.8,-1.9,-4.6,i,1.1,-0.5
CC1C(OC(=O)CCC(=O)NC(C)(C)CO)O[C@H]2OC3(C)CC[C@H]4[C@H](C)CCC1C24OO3 (stereo partly drawn),-5.0,-4.4,-1.5,-0.5,0.4,-0.1,3.1,i,-1.1,1.1
CCCCNC(=S)N1CCn2cccc2C1c1cccnc1 (stereo not drawn),2.6,-5.2,-1.3,-1.5,-0.5,0.8,1.7,i,0.9,-1.7
CCC1(Oc2ccccc2)C(=O)NC(=O)NC1=O,1.6,-5.0,-2.6,1.7,-2.0,-0.1,-2.8,i,-0.5,13.7
Cn1c(O)c(C=NCCN2CCN(C(=O)c3ccccc3)CC2)c(=O)n(C)c1=O,1.0,4.1,-0.5,-2.5,-4.6,0.1,-0.6,i,0.2,-0.8
CSCCC(NC(=O)CCC(=O)OC1CC[C@H]2[C@@H]3CC[C@H]4CC(=O)CC[C@]4(C)[C@H]3CC[C@]12C)C(=O)O (stereo partly drawn),4.3,-4.0,5.2,-2.3,-2.3,-0.6,3.9,i,0.5,-0.6
CCc1nn2c(=O)c(F)c(N3CCNCC3)nc2s1,-3.8,·,-3.6,-0.5,-3.0,-0.5,-3.2,i,1.1,1.0
CS(=O)(=O)c1ccc(C2=C(CNC(=O)c3nccs3)[C@H]3CC[C@@H](C2)N3CCOc2ccccc2)cc1,-2.6,·,-2.1,1.7,-0.1,-0.6,4.2,i,0.7,1.0
O=c1c2ccccc2nc(/C=C/c2ccco2)n1-c1ccccc1O,-0.4,-1.7,22.9,1.3,0.5,-0.4,-6.5,i,1.4,4.1

Screens as filed in PubChem BioAssay.

The list is partial; rates above refer to the full screens.
